TDP1 block: TDP1 (human) enzyme inhibition | Potency, µM (highest dose often 130 µM), without a hit: at the top dose activity change, negative = inhibition, hits mostly inhibitors | recombinant TDP1, AlphaScreen DNA substrate cleavage | 350,000 tested, 0.28% active | Q9NUW8 | AID 485290; also: nearly all actives have a fitted effect of over 40% in size
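Tdp1 1 nM final; 15 min RT w/ cpd; substrate 15 nM, 5 min; beads 10 ug/ml, 10 min; AlphaScreen read. Neg ctrl: no enzyme.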
TDP1 cell noCPT: qHTS for Inhibitors of human tyrosyl-DNA phosphodiesterase 1 (TDP1): qHTS in cells in absence of CPT | Potency, µM (titrated, usually from 46.2 µM), inactives show at the top dose activity change, negative = growth inhibition, most hits filed as inhibitors | DT40 Tdp1-/- hTDP1 cells, no CPT, ATP luminescence, 48 h | AID 686978, 2013 | 420,000 tested, 15% active; also: nearly all actives have a fitted effect of over 55% in size
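No-CPT arm: Tdp1-/-;hTDP1 DT40 cells (400/well) plus compounds, incubated ≥48 hr at 37 °C. Readout CellTiter-Glo luminescence.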
GCN5L2 inh: inhibitors of human GCN5L2 histone acetyltransferase; Q92830; GCN5L2 HAT assay, ThioGlo1 CoA-SH fluorescence; Potency, µM (doses to about 58.9 µM), for the others: at the top dose activity change, negative = inhibition, usual class: inhibitors; 390,000 tested, 0.21% active
Target sequence (Q92830 whole entry, looked up): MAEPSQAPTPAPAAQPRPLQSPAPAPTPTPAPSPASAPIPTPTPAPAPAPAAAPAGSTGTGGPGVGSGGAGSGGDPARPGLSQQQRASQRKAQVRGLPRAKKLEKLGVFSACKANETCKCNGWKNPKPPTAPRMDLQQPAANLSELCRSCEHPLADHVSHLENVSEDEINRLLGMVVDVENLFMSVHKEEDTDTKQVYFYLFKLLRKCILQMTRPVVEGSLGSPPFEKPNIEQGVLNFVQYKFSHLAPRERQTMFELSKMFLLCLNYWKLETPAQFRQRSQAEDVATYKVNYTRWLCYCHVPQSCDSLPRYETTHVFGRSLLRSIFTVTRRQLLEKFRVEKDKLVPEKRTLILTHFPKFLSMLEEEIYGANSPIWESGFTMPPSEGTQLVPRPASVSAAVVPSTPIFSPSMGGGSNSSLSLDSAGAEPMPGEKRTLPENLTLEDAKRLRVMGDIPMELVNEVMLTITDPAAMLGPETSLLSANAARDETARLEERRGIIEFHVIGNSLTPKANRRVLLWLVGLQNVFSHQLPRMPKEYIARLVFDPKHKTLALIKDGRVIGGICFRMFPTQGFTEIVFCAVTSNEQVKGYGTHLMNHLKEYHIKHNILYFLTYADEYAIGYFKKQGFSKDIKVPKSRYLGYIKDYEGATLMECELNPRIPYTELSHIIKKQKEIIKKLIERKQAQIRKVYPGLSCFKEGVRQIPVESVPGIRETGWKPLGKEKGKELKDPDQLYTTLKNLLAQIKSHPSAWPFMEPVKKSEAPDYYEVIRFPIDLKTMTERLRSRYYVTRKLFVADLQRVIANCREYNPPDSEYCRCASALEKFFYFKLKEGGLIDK
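ThioGlo1-coupled HAT assay: 20nM GCN5L2, 70uM acetyl-CoA, 75uM H3(1-25) peptide, pH 7.5. Fluorescence read at 340/540nm at start and after 20 min at room temperature.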
* hit, by the source's call; ? = inconclusive; . = no result given; & = joins results of further samples; [ ] = another dose, or the depositor's remark. Calls follow the shape of the dose curve; as a rule, active = well fitted curve in the direction sought with a large enough effect; inconclusive = small, poorly fitted or top-dose-only effect, or another doubt; inactive = no such curve, though single readings can be large; an effect the other way counts as inactive or inconclusive. % is scaled to controls: 0 for no effect and ±100 for the full control effect; potency is read from the fitted curve at half-maximal effect.

SMILES | TDP1 block | TDP1 cell noCPT | GCN5L2 inh
CC(=O)NC1CC2CCC(C1)N2Cc1ccc(C)cc1 (centres undefined) | 2% | 6% | 0%
Cc1cccc(NC(=S)NCCN2CCOCC2)c1 | 0% | -2% | 1%
CCCCNC(=O)Cc1c(O)c2ccccc2[nH]c1=O | -5% | -2% | -2%
Cc1cc(C)c(Cn2c3ccccc3c3cnn(CC(=O)N4CCCCCC4)c(=O)c32)c(C)c1 | -3% | 23µM* | -3%
Cc1ccc(S(=O)(=O)NCC(C)NS(=O)(=O)c2ccc(C)cc2)cc1 (centres undefined) | 2% | -12% | 1%
COc1cccc(COCC(O)Cn2cnc3cc(C)c(C)cc32)c1 (centres undefined) | 3% | ? | -5%
CC(=O)Nc1ccc(S(=O)(=O)NC2(C(F)(F)F)C(=O)Nc3c2c(=O)n(C)c(=O)n3C)cc1 (centres undefined) | -2% | 2% | -7%
COc1ccc(OC)c(N(CC(=O)NCC2CCCO2)S(=O)(=O)c2ccccc2)c1 (centres undefined) | . | ? | -8%
C=CCNC(=O)c1cc2c(=O)n3cccc(C)c3nc2s1 | . | 0% | 1%
CS(=O)(=O)Nc1cccc(C2=NN(S(C)(=O)=O)C(c3ccccc3)C2)c1 (centres undefined) | 6% | 4% | -2%
COCCNC(=O)CN(Cc1ccccc1)S(=O)(=O)c1ccc2nc(C)sc2c1 | . | ? | 3%
COCCn1c(SCC(=O)NC2CC2)nnc1-c1ccc(Cl)cc1 | 3% | -2% | 0%
O=C(O)c1cn(Cc2ccccc2)c2ccc(Cl)cc2c1=O | . | ? | -6%
COc1ccccc1Nc1nc2ccccc2n2cnnc12 | . | ? | -7%
CCC(=O)N(C1=C(NC)C(=O)c2ccccc2C1=O)C(C)C | -8% | 1.6µM* | -3%
CN(C)C(=O)c1ccc(NC(=O)COC(=O)C2=COCCO2)cc1 | -3% | -1% | 3%
N#Cc1c(C(F)(F)F)cc(-c2ccccc2Cl)[nH]c1=O | 0% | -26% | -1%
Cc1sc2ncnc(N3CCC(C(=O)Nc4ccc(S(N)(=O)=O)cc4)CC3)c2c1C | 3% | 15µM* | -5%
CC1CN(C(=O)Nc2cccc(Cl)c2)C2(CCCCCC2)O1 (centres undefined) | 5% | -1% | -6%
CN(C)S(=O)(=O)c1ccc(NC(=O)c2ccncc2)cc1 | 0% | -17% | -5%
COC(=O)c1ccc(NC(=O)COc2ccccc2OC)cc1 | 0% | ? | -5%
CCc1ccc(NS(=O)(=O)c2cccc3nonc23)cc1 | 8% | ? | -4%
Cc1ccccc1NC(=O)C1c2ccccc2Oc2ccccc21 | -2% | -2% | -4%
O=C(O/N=C(\c1ccccc1)c1ccncc1)c1ccccc1Cl | 5% | 0% | -3%
O=C1CCCc2ccccc2N1Cc1ccccc1Cl | 2% | ? | 17%
O=C(NNc1ccc(O)cc1)c1ccc(Br)cc1 | 6% | 12µM* | -23%
COc1ccc(C(=O)OCC(=O)c2ccc(C3CCCCC3)cc2)cc1 | -3% | 20µM* | -5%
Cc1ccc2cc(C(c3nnnn3C3CCCC3)N3CCN(c4ccccc4)CC3)c(=O)[nH]c2c1 (centres undefined) | 2% | -17% | -12%
O=C(N1CCCCCC1)n1c(Cc2ccccc2)nc2ccccc21 | -1% | ? | -2%
Cc1ccc(CNC(=O)CCCn2c(=O)c3ccccc3n(Cc3ccccc3Cl)c2=O)cc1 | 2% | ? | 3%
CN1C(=S)SC(N(O)C=C2C=CC(=O)C=C2)C1(C)C (centres undefined) | -14% | -1% | -3%
Cc1cc(C)n(-c2nc(NCCCO)c3c4c(sc3n2)CCCC4)n1 | 6% | 4.1µM* | -1%
Cc1nc2ccc(NC(=O)N3CCSCC3)cc2s1 | 7% | -9% | -5%
Cc1csc(SC(C)C(=O)Nc2ccccc2C)n1 (centres undefined) | 0% | -28% | 1%
Cc1cc(C)cc(C(=O)NC(CC(N)=O)c2ccc(N3CCN(c4ccccc4)CC3)c([N+](=O)[O-])c2)c1 (centres undefined) | . | -21% | -27%
Cc1nc(NC(=O)c2ccccc2)sc1-c1csc(Nc2ccc(Cl)cc2)n1 | 6% | . | -19%
O=c1nc(N2CCCCCC2)nc(N2CCCCCC2)[nH]1 | 3% | -19% | -1%
Cc1cccn2c(=O)c(C(=O)NCCc3ccccc3)cnc12 | 2% | ? | -8%
Cn1nccc1NS(=O)(=O)c1ccc(F)cc1 | -4% | -12% | -10%
COCN(C#N)c1nc(OC)nc(OC)n1 | 4% | 0% | -3%
Cc1noc(NS(=O)(=O)c2ccc(NC(=O)c3cc(=O)c4ccccc4o3)cc2)c1C | 3% | 17% | -22%
COCCCNC(=O)c1cn(CC(C)C)c(=O)c2c1c1ccccc1n2C | 5%&3% | -25%&-21% | -2%&-9%
COc1ccccc1NC(=O)CC1C(=O)Nc2c1c(=O)n(C)c(=O)n2C (centres undefined) | 3% | -19% | -1%
COc1ccc(OC)c(NC(=O)CSc2nc3ccccc3c3nc4ccccc4n23)c1 | -1% | . | 28%
O=C(/C=C/c1cn(-c2ccccc2)nc1-c1cccnc1)N1CCCCC1 | 0% | 18µM* | -3%
CC(C)CCCC(C)CCCC(C)CCCC(C)C(=O)O (centres undefined) | 2% | . | 11µM*
COc1cccc(-n2nnnc2SCC(=O)N2CCCc3ccccc32)c1 | 0% | ? | -8%
Cc1ccc(CC2CC(=O)N(c3ccc(C)cc3)C2=O)cc1 (centres undefined) | 1% | 2% | 3%
CC1CC(C)CN(S(=O)(=O)c2ccc(NC(=O)CN3CCCCCC3)cc2)C1 (centres undefined) | 0%[0.505 µM] | 21µM* | -2%
Cc1ccc(NC(=O)N2CC3CCCN3c3ccccc32)c(C)c1 (centres undefined) | 11% | 18µM* | 13%
O=C(CSc1nc2cc(Cl)ccc2s1)Nc1cccc(S(=O)(=O)N2CCOCC2)c1 | -1% | 21µM* | -3%
CCOC(=O)c1cc(-c2ccc([N+](=O)[O-])cc2)nc2c1c(=O)[nH]c(=O)n2Cc1ccccc1 | . | 5.8µM* | -6%
Cc1c(Cl)cccc1NC(=O)CCN1CCN(C)CC1 | . | 18% | -4%
CCOc1cc(C)c(Cl)cc1S(=O)(=O)n1cnc2ccccc21 | -1% | ? | -26%
COc1ccc(C(=O)NCC(c2ccccc2)N2CCCC2)cc1S(=O)(=O)N1CCOCC1 (centres undefined) | 1% | 9% | -5%
COc1ccc(C(CNC(=O)Cc2ccc(Cl)cc2)N2CCOCC2)cc1 (centres undefined) | -3% | -14% | -2%
CC1CCc2nc3ccccc3c(C(=O)OCC(=O)N(C)C3CCS(=O)(=O)C3)c2C1 (centres undefined) | 0% | ? | -12%
COc1cccc(CNC(=O)C2=C(C)C(=O)OC23CCN(C(C)=O)CC3)c1OC | -7% | -23% | 1%
Cc1ccc(-c2noc(C3CCCN(C(=O)c4ccccc4Br)C3)n2)o1 (centres undefined) | . | ? | -3%
O=c1[nH]c(C2CCN(S(=O)(=O)c3ccc(S(=O)(=O)NC4CC4)cc3)CC2)nc2c1nnn2Cc1ccccc1 | . | -18% | -7%

Copied from the entries so far for reference:
SMILES | TDP1 block | TDP1 cell noCPT | GCN5L2 inh
CC(=O)NC1CC2CCC(C1)N2Cc1ccc(C)cc1 (centres undefined) | 2% | 6% | 0%
Cc1cccc(NC(=S)NCCN2CCOCC2)c1 | 0% | -2% | 1%
CCCCNC(=O)Cc1c(O)c2ccccc2[nH]c1=O | -5% | -2% | -2%
Cc1cc(C)c(Cn2c3ccccc3c3cnn(CC(=O)N4CCCCCC4)c(=O)c32)c(C)c1 | -3% | 23µM* | -3%

Next part:
SMILES | TDP1 block | TDP1 cell noCPT | GCN5L2 inh
COC(=O)c1sc2ccccc2c1S(=O)(=O)N1CCN(c2ccc(C(C)=O)cc2)CC1 | 8% | ? | 14%
CCCCC1=CC2=CC(=O)C(C)(OC(=O)CC)C(=O)C2=CN1CCc1ccc(Br)cc1 (centres undefined) | 5%[21 µM] | ? | -3%
COc1ccccc1NC(=S)NC(=O)Cc1ccc(Cl)cc1 | 1% | -9% | 2%
Cc1c(Cl)c([N+](=O)[O-])nn1CCCC(=O)Nc1cccc(Cl)c1 | -3% | ? | -3%
[O]=[Bi][O]C(=O)[O][Bi]=[O] | 0% | 1% | -25%
O=C(CCCOc1ccccc1)Nc1cccc([N+](=O)[O-])c1 | -11% | -10% | 2%
Cc1ccc(S(=O)(=O)N(CC(=O)NCc2ccccn2)c2ccc(Cl)cc2)cc1 | 6% | -2% | -9%
N#Cc1nc(-c2ccco2)oc1NCCN1CCOCC1 | 9% | ? | -1%
CN(C)c1nc(OCCNC(=O)COc2ccccc2Cl)nc(N(C)C)n1 | -2% | 10µM* | 0%
Cn1cc(CN2CCc3c([nH]c4ccccc34)C2C2CCCCC2)cn1 (centres undefined) | -6% | ? | 1%
CCOc1ccc(CCN2C(=O)c3ccc(C(=O)O)cc3C2=O)cc1OCC | 8% | 13% | 3%
Cc1cccc(N(C)C(=O)COc2cc(=O)n(C)c3ccccc23)c1 | 5% | 4% | -4%
O=C(NCc1ccc(F)cc1)c1cnc(N2CCOCC2)c2ccccc12 | 0% | 16µM* | -4%
NC(=O)CC(NC(=O)c1ccc(Br)cc1)c1ccc(NCc2ccc(F)c(F)c2)c([N+](=O)[O-])c1 (centres undefined) | 10% | -28% | -2%
O=C(Cn1ccc2ccccc2c1=O)NCCC(=O)N1CCCCC1 | 2% | 14% | -7%
Cn1c(=O)oc2cc(S(=O)(=O)N3CCC(C(=O)NCc4ccccc4)CC3)ccc21 | 6% | 1%&-17% | -8%&2%
Cc1cccc(N2CCN(CC(=O)Nc3ccc(-n4cnnn4)cc3)CC2)c1C | 0% | -21% | 36%[activator]
C#CCn1c(=NC(=O)CSCC(=O)N2CCOCC2)sc2ccccc21 | 3% | ? | 1%

16 entries out of the list, arranged by molecular weight, falling:
SMILES | TDP1 block | TDP1 cell noCPT | GCN5L2 inh
O=c1[nH]c(C2CCN(S(=O)(=O)c3ccc(S(=O)(=O)NC4CC4)cc3)CC2)nc2c1nnn2Cc1ccccc1 | . | -18% | -7%
NC(=O)CC(NC(=O)c1ccc(Br)cc1)c1ccc(NCc2ccc(F)c(F)c2)c([N+](=O)[O-])c1 (centres undefined) | 10% | -28% | -2%
[O]=[Bi][O]C(=O)[O][Bi]=[O] | 0% | 1% | -25%
COC(=O)c1sc2ccccc2c1S(=O)(=O)N1CCN(c2ccc(C(C)=O)cc2)CC1 | 8% | ? | 14%
Cc1ccc(S(=O)(=O)N(CC(=O)NCc2ccccn2)c2ccc(Cl)cc2)cc1 | 6% | -2% | -9%
Cn1c(=O)oc2cc(S(=O)(=O)N3CCC(C(=O)NCc4ccccc4)CC3)ccc21 | 6% | 1%&-17% | -8%&2%
CN(C)c1nc(OCCNC(=O)COc2ccccc2Cl)nc(N(C)C)n1 | -2% | 10µM* | 0%
Cc1cccc(N2CCN(CC(=O)Nc3ccc(-n4cnnn4)cc3)CC2)c1C | 0% | -21% | 36%[activator]
C#CCn1c(=NC(=O)CSCC(=O)N2CCOCC2)sc2ccccc21 | 3% | ? | 1%
CCOc1ccc(CCN2C(=O)c3ccc(C(=O)O)cc3C2=O)cc1OCC | 8% | 13% | 3%
O=C(NCc1ccc(F)cc1)c1cnc(N2CCOCC2)c2ccccc12 | 0% | 16µM* | -4%
Cc1c(Cl)c([N+](=O)[O-])nn1CCCC(=O)Nc1cccc(Cl)c1 | -3% | ? | -3%
Cc1cccc(N(C)C(=O)COc2cc(=O)n(C)c3ccccc23)c1 | 5% | 4% | -4%
COc1ccccc1NC(=S)NC(=O)Cc1ccc(Cl)cc1 | 1% | -9% | 2%
O=C(CCCOc1ccccc1)Nc1cccc([N+](=O)[O-])c1 | -11% | -10% | 2%
N#Cc1nc(-c2ccco2)oc1NCCN1CCOCC1 | 9% | ? | -1%

Assay outcomes from PubChem BioAssay.

These rows are one share of the data; rates above refer to the full screens.
